# Source: PubChem (several laboratories)
# ANO1 block: mouse TMEM16A channel inhibition, primary screen; Q8BHY3; HEK293 TMEM16A/YFP iodide influx fluorescence, ionomycin; normalized B-score (activity score, 25-100; higher = stronger inhibition) at 10 µM; hit rate 1.2% among 310,000; AID 588511;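 active = ratio plate-corrected score three or more library SD toward inhibition, starting fluorescence score within five deviations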;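 note: score derived from kinetic fluorescence span divided by baseline fluorescence per well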
# MrgX1 agonist: activates human MrgX1 receptor signaling; Q96LB2; MrgX1-HEK293 cells, Fluo-4 calcium fluorescence, agonist mode; hits give high values; B-score at 10 µM; hit rate 0.44% among 310,000;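 active = calcium response B-score plate-corrected fluorescence ratio at least 3 library SD, with starting fluorescence B-score inside 5 SD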
#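 Assay system: MrgX1-expressing HEK293 cells / Amount: fifteen thousand cells per well / Doses: test compound in the initial addition of three / Timing: cells plated overnight, dye loaded 0.5 h 37 °C, 0.5 h room temperature / Technique: kinetic calcium dye fluorescence, Fluo-4 NW / Control set: positive and negative controls per plate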
# TRPC6 inhibitor: inhibitors of mouse TRPC6 channel | Q61143 | HEK293-TRPC6, membrane potential dye, ACh-evoked depolarization; hits give low values | B-score at 10 µM | hit rate 1.1% among 310,000 | AID 2553;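 active = B-score under library mean minus 3 SD, initial fluorescence not abnormally high, positive integrated signal ratio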;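 note: B-score derived from integrated fluorescence ratio over the kinetic read; more negative B-score means stronger inhibition of depolarization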
# Target sequence (Q61143 whole entry, looked up): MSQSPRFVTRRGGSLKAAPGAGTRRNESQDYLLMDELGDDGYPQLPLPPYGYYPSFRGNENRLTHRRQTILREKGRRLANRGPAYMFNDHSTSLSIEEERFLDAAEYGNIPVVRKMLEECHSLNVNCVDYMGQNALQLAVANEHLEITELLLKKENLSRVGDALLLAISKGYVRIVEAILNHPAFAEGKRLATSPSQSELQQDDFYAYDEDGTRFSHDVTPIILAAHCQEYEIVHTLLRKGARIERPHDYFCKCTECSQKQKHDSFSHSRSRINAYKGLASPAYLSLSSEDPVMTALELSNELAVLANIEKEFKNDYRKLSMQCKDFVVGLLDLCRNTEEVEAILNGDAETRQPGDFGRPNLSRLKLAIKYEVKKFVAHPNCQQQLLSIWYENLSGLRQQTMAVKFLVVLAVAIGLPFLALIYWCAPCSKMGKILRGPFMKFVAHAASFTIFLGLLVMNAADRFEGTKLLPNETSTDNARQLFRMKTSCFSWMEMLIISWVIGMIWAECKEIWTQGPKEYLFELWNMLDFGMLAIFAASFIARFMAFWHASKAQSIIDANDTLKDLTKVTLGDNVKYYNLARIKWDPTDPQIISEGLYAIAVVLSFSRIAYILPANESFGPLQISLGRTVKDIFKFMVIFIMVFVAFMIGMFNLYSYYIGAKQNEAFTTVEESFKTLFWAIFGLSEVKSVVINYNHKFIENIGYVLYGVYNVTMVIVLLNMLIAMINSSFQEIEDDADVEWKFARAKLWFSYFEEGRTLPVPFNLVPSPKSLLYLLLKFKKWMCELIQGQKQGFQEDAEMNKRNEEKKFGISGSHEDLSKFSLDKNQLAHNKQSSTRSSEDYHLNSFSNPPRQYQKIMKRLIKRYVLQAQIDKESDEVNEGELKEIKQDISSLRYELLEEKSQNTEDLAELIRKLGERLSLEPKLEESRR
# TRPC6 activator: mouse TRPC6 channel activation. Q61143. HEK293-TRPC6 membrane potential dye fluorescence; hits give high values. B-score at 10 µM. hit rate 0.13% among 310,000. AID 2550;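 active = B-score of the integrated fluorescence ratio above library mean plus 3 SD, and starting fluorescence ratio within library mean plus 5 SD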;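 note: higher score means more depolarization so channel activation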
# TMEM16A act: activators or potentiators of mouse TMEM16A chloride channel; Q8BHY3; HEK293 TMEM16A/YFP-H148Q/I152L, iodide quench fluorescence; hits give low values; B-score at 10 µM; hit rate 0.3% among 340,000; AID 623877;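 active = fluorescence-ratio B-score plate-corrected deviation score at least 3 library SD below zero, with starting fluorescence score within 5 deviations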;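 note: channel opened by trigger with iodide after compound preincubation; score built on the fluorescence ratio of max minus min over baseline; more negative score means more quench and so TMEM16A activation or potentiation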
# RGS4 block: inhibitors of human RGS4; HEK293 M3R/RGS4 inducible, Fluo-4 calcium flux; hits give high values; triggered by carbachol at its EC20; B-score at 10 µM; P49798; hit rate 0.45% among 310,000;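 active = B-score, a plate-corrected calcium signal, over three deviations above library mean, with baseline fluorescence within five deviations of library mean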;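 note: RGS4 expression induced by doxycycline in cells with stable M3 receptor; B-score is computed from the integrated fluorescence ratio over baseline after carbachol; higher B-score means a larger calcium signal and so more RGS4 inhibition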
# Target sequence (P49798 whole entry, looked up): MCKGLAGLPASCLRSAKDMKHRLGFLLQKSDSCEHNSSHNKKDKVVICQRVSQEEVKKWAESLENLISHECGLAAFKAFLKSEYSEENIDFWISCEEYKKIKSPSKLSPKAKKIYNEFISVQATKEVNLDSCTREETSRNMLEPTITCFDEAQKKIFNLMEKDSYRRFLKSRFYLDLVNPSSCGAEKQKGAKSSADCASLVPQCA
# MrgX1 antagonist: blocks BAM8-22 activation of human MrgX1 receptor; Q96LB2; MRGX1-HEK293 calcium flux, Fluo-4, BAM8-22 antagonism; hits give low values; B-score at 10 µM; hit rate 1.3% among 310,000; AID 588676;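 active = calcium-response B-score plate-corrected more than 3 library SD below zero, starting fluorescence within 5 deviations, no agonist response on first addition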;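 note: peak minus trough fluorescence over baseline after final BAM8-22 challenge near maximal dose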
# SKKanGAS inh: inhibitors of SKKanGAS S. pyogenes growth in kanamycin (SK-promoter or general growth effect); inhibition, % at 7.5 µM; hit rate 1.3% among 300,000; BacTiter-Glo, 6 h;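 active = mean replicate score, as percent of positive control median, at least 50; inconclusive = mean below 50 but one replicate at or above 50; inactive = mean and every replicate below 50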;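 note: strain carries kanamycin resistance gene driven by streptokinase promoter and grows in 40 µg/ml kanamycin; loss of luminescence reflects streptokinase promoter inhibition or plain growth inhibition; 0% = median of DMSO wells and 100% = positive control at its reference dose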
# RGS4 pot: potentiators or activators of RGS4; AID 463111; hit rate 0.92% among 310,000; HEK293 M3R/inducible RGS4, carbachol calcium flux Fluo4; hits give low values; B-score at 10 µM;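 active = B-score of the integrated calcium signal more than 4 SD below the library mean, with starting fluorescence not abnormally high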;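 note: negative B-score means reduced calcium response which marks RGS4 activation or potentiation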
#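 Also added: carbachol at ECmax as muscarinic agonist stimulus; Assay system: HEK293 cells with stable M3R and inducible RGS4; Timing: overnight RGS4 induction, 30 min dye load 37 °C, 20 min compound RT; Measured by: Fluo4-AM (2 µM) calcium-flux fluorescence, kinetic read.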
# HDAC3 inhib: inhibitors of human histone deacetylase 3. O15379. hit rate 0.15% among 320,000. inhibition, % at 8.3 µM. recombinant HDAC3, fluorogenic peptide/trypsin coupled, fluorescence. AID 2718; in the data active = inhibition above about 26%, passing the limit was not always enough; inconclusive = no clear call, values can overlap the other calls
# MrgX1 allo act: human MrgX1 positive allosteric modulation, primary screen. AID 588675. Q96LB2. MrgX1-HEK293, Fluo-4 calcium flux, FDSS; hits give high values. hit rate 0.63% among 310,000. B-score at 10 µM;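 active = plate-corrected calcium response at least 3 library SD above typical, normal starting fluorescence, not activating the receptor alone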;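 note: compound read alongside a low EC10 to EC30 dose of BAM8-22 agonist; peak minus trough fluorescence over baseline measured at the second addition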
# Active calls of the source: *; i = inactive; ? = inconclusive; nt = not tested or not shown.
SMILES,ANO1 block,MrgX1 agonist,TRPC6 inhibitor,TRPC6 activator,TMEM16A act,RGS4 block,MrgX1 antagonist,SKKanGAS inh,RGS4 pot,HDAC3 inhib,MrgX1 allo act
O=C1C2CCCN2C(c2ccc(F)cc2)N1c1cccc(Cl)c1 (stereo not drawn),i,i,i,i,i,i,i,-1,i,8,i
NC(=O)c1nsc(C(=O)N(Cc2cccnc2)C(C(=O)NCc2ccccc2)c2ccc(O)cc2)c1N (stereo not drawn),i,i,i,i,i,i,i,-7,i,-1,i
COc1ccccc1N(Cc1ccccc1)S(=O)(=O)c1cccc(C(=O)Nc2ncccc2C)c1,i,i,i,i,i,i,i,-10,i,-2,i
O=C(Oc1cccc(NC(=O)c2ccco2)c1)c1ccc(Br)c(S(=O)(=O)N2CCCCC2)c1,i,i,i,i,i,i,i,0,i,6,i
CC(=O)Nc1ccc2nc(-c3cccn3C)[nH]c2c1,i,i,i,i,i,i,i,-5,i,6,i
CC1=CC(=O)C=CC1(C)C(Cl)(Cl)Cl (stereo not drawn),i,i,i,i,i,i,i,4,i,1,i
COc1cccc(NC(=O)c2cc3c(=O)n4ccccc4nc3n(CC(C)C)c2=N)c1,i,i,i,i,i,i,i,3,i,-3,i
Cc1ccc2nc(SCC(=O)Nc3cc(C)on3)c(C)cc2c1,i,i,i,i,i,i,i,1,i,6,i
C(=N\C(/N=C/c1ccco1)c1ccco1)/c1ccco1,i,i,i,i,i,i,i,-9,i,10,i
CCNC(=O)COC(=O)C1C(C(=O)OCC)=C(C)NC(C)=C1C(=O)OCC,i,i,i,i,i,i,i,5,i,-5,i
CC(=O)N1CC23C=CC(CC2CC12CCCCCC2)O3 (stereo not drawn),i,i,i,i,i,i,i,4,i,-3,i
CCS(=O)(=O)N1CCC(C(=O)NCc2cccc(OC)c2)CC1,i,i,i,i,i,i,i,3,i,1,i
O=C1CSC(=S)N1/N=C/c1c(F)cccc1F,i,i,i,i,i,i,i,4,i,10,i
CCN1CCc2[nH]c3ccccc3c2C1,i,i,i,i,i,i,i,0,i,-6,i
CC[C@H](C)[C@H](NC(N)=O)C(=O)NCCc1ccc(OC)c(OC)c1,i,i,i,i,i,i,i,-4,i,2,i
CCOC(=O)c1c(S(=O)(=O)NCC(=O)N2CCN(c3ccc(OC)cc3)CC2)c(C)n(C)c1C,i,i,i,i,i,i,i,-3,i,2,i
CCC[N+](CC#CCO)(CC#Cc1ccccc1)CCC,i,i,i,i,i,i,i,-3,i,4,i
O=C(CCCC(=O)OCC(F)(F)C(F)F)Nc1ccc(NC(=O)CCCC(=O)OCC(F)(F)C(F)F)cc1,i,i,i,i,i,i,i,0,i,3,i
C=CCN1C(=O)c2ccccc2Sc2ccc(C(=O)NCC(OC)OC)cc21,i,i,i,i,i,i,i,-2,i,2,i
CC(=O)Nc1cc(O)cc(O)c1,i,i,i,i,i,i,i,-5,i,0,i
O=C(O)CN(Cc1ccco1)S(=O)(=O)c1ccc(F)cc1,i,i,i,i,i,i,i,-4,i,-1,i
O=C(O/N=C/c1cccc([N+](=O)[O-])c1)C1CC1,i,i,i,i,i,i,i,-3,i,3,i
COc1ccc(CNC2CCCC2)c(OC)c1OC,i,i,i,i,i,i,i,-2,i,4,i
COc1ccc(NC(=O)C2CCCN2S(=O)(=O)c2ccc(Cl)cc2)cc1 (stereo not drawn),i,i,i,i,i,i,i,-1,i,-2,i
COC(=O)C1=C[C@@H](C(=O)OC)[C@@H]2C3=C(C(=O)C2(C)C)[C@H](C)n2c(=O)n(-c4ccccc4)c(=O)n2[C@@H]3C1,i,i,i,i,i,i,i,0,i,-10,i
# More entries.
SMILES,ANO1 block,MrgX1 agonist,TRPC6 inhibitor,TRPC6 activator,TMEM16A act,RGS4 block,MrgX1 antagonist,SKKanGAS inh,RGS4 pot,HDAC3 inhib,MrgX1 allo act
Cc1ccc2nc(CCl)[n+]([O-])c(-c3ccccc3)c2c1,i,i,i,i,i,i,i,-3,i,-3,i
Cc1ccc(-n2c(N)c(C(=O)Nc3c(C)n(C)n(-c4ccccc4)c3=O)c3nc4ccccc4nc32)cc1,i,i,i,i,i,i,i,25,i,1,i
O=C(CCN1C(=O)S/C(=C\c2ccc(F)cc2)C1=O)Nc1ccc(C(=O)O)c(O)c1,i,i,i,i,i,i,i,14,i,4,i
O=C1NC(=O)c2cc(Oc3ccc([N+](=O)[O-])cc3)ccc21,i,i,i,i,i,i,i,-2,i,-5,i
COc1ccc(CN2CCN(S(=O)(=O)c3ccccc3)CC2)cc1Br,i,i,i,i,i,i,i,-3,i,16,i
O=S(=O)(c1ccc(Oc2ccc(Cl)cc2)c(S(=O)(=O)N2CCCCC2)c1)N1CCCCC1,i,i,i,i,i,i,i,5,i,0,i
Cc1ccc(S(=O)(=O)NCC2CCC(C(=O)NCc3cccs3)CC2)cc1 (stereo not drawn),i,i,i,i,i,i,i,17,i,-1,i
CCOc1ccc(C(=O)Nc2cccc(SC)c2)cc1,i,i,i,i,i,i,i,3,i,?,i
CNS(=O)(=O)c1cccc(C(=O)OCC(=O)Nc2ccc(Cl)cc2F)c1,i,i,i,i,i,i,i,-3,i,nt,i
COC(=O)c1ccccc1NC(=O)CSc1nc2c(c(=O)[nH]1)CCC2,i,i,i,i,i,i,i,-9,i,-4,i
COc1ccc(OC)c(CN2C(=O)c3ccccc3C2C(=O)NCC2CCCO2)c1 (stereo not drawn),i,i,i,i,i,i,i,nt,i,6,i
C=CCNC(=O)C(C)N1c2cccc3cccc(c23)S1(=O)=O (stereo not drawn),i,i,i,i,i,i,i,-3,i,-4,i
Cc1sc2ncn(CC(=O)NCCCC(=O)N3CCC(C)CC3)c(=O)c2c1C,i,i,i,i,i,i,i,12,i,1,i
O=C(NCc1cn2ccccc2n1)c1ccc(Br)o1,i,i,i,i,i,i,i,2,i,1,i
COc1ccccc1-n1cnnc1SCC(=O)c1c[nH]c2ccccc12,i,i,i,i,i,i,i,4,i,1,i
COCCn1c(-c2ccsc2)nc2c1c(=O)[nH]c(=O)n2CC(C)C,i,i,i,i,i,i,i,5,i,6,i
O=[N+]([O-])c1cccc2c(S(=O)(=O)N3CCCCC3)cccc12,i,i,i,i,i,i,i,2,i,1,i
CCC(C)Sc1cccc(-c2nc3ccc(Cl)cn3c2NCc2ccccc2)c1 (stereo not drawn),i,i,i,i,i,i,i,37,i,-11,i
CCOC(=O)C1CCN(C(=O)COC(=O)CN(C)S(=O)(=O)c2ccc(NC(C)=O)cc2)CC1,i,i,i,i,i,i,i,4,i,-1,i
COC(=O)c1c(C)c(C)nc(N)c1C#N,i,i,i,i,i,i,i,0,i,-37,i
COc1ccc(C(=O)Nc2ccc3c(c2)OCCO3)cc1Br,i,i,i,i,i,i,i,1,i,3,i
O=C(CCN1CCCCC1)NCNC(=O)CCN1CCCCC1,i,i,i,i,i,i,i,-8,i,-1,i
CCOC(=O)C(C)Sc1nnc(-c2c[nH]c3ccccc23)n1C (stereo not drawn),i,i,i,i,i,i,i,-1,i,3,i
COCCN(CCOC)C(=O)c1ccc(SCc2ccc(C)cc2)c([N+](=O)[O-])c1,i,i,i,i,i,i,i,0,i,9,i
O=C1Nc2cc(C(=O)N3CCOCC3)ccc2S/C1=C\c1ccccc1,i,i,i,i,i,i,i,5,i,7,i
# Additional entries follow.
SMILES,ANO1 block,MrgX1 agonist,TRPC6 inhibitor,TRPC6 activator,TMEM16A act,RGS4 block,MrgX1 antagonist,SKKanGAS inh,RGS4 pot,HDAC3 inhib,MrgX1 allo act
CCOC(=O)c1c(-c2ccc(C)cc2)csc1NC(=O)/C(C#N)=C/c1ccc(O)c(OC)c1,nt,nt,i,i,i,i,nt,0,i,nt,nt
CCOC(=O)NC(=S)Nc1ccc(C(C)(C)C)cc1,i,i,i,i,i,i,i,9,i,2,i
O=C(CN1CCCCC1)Nc1cc(Cl)ccc1Oc1ccccc1,100*,i,i,i,i,i,i,15,i,4,i
C/C(=N\NS(=O)(=O)c1ccc(C)c([N+](=O)[O-])c1)c1cccs1,i,i,i,i,i,i,i,11,i,1,i
Cc1ccc[n+](CC(=O)c2ccc(NC(=O)c3ccccc3)cc2)c1,i,i,i,i,i,i,i,-11,i,0,i
O=S(=O)(NCc1cccs1)NCc1ccccc1F,i,i,i,i,i,i,i,4,i,-1,i
O=C1CCc2cc(NS(=O)(=O)c3ccc(F)cc3)cc3c2N1CCC3,i,i,i,i,i,i,i,38,i,-11,i
CC1CC[C@@]2(OC1)O[C@H]1CC3[C@@H]4C[C@@H](O)[C@@]5(O)C[C@@H](O)[C@H](O)C[C@]5(C)[C@H]4CC[C@]3(C)[C@H]1[C@@H]2C (stereo partly drawn),i,i,i,i,i,i,i,0,i,3,i
CSCCC(NC(=O)c1ccco1)C(=O)N1CCC(C(N)=O)CC1 (stereo not drawn),i,i,i,i,i,i,i,6,i,?,i
Cc1nc(C)c(CCNC(=O)c2ccccc2)s1,i,i,-6*,i,i,i,i,1,i,1,i
CC(=O)Nc1ccc(N2CCCCC2)cc1,i,i,i,i,i,i,i,-6,i,1,i
CC(C)COC(=O)C(C#N)c1nc2ccccc2nc1N1CCN(Cc2ccc3c(c2)OCO3)CC1 (stereo not drawn),i,i,i,i,i,i,i,8,i,4,i
CCOC(=O)c1cnc(-c2ccccc2)nc1C(F)(F)F,i,i,i,i,i,i,i,-5,i,-4,i
Cc1ccc(CN2CCN(Cc3cnc(N(C)C)s3)CC2CCO)o1 (stereo not drawn),i,i,i,i,i,i,i,10,i,0,i
CNC(=O)c1ccc(N(Cc2ccccc2C)S(C)(=O)=O)cc1,i,i,i,i,i,i,i,-8,i,-2,i
Cc1ccc(NC(=O)c2ccc(OC(=O)COc3cccc(Cl)c3)cc2)cc1,i,i,i,i,i,i,i,4,i,-4,i
CCN(CC)S(=O)(=O)c1ccc(NC(=O)c2cc(=O)[nH]c3ccccc23)cc1,i,i,i,i,i,i,i,2,i,0,i
Cc1cc(NC(=O)CSc2ccc(-c3ccccc3)nn2)no1,i,i,i,i,i,i,i,-13,i,-3,i

# Compounds as they come, and some 6.7% of all compounds hit somewhere here.
